GRK2 inh = compounds blocking aptamer binding on GRK2 – biochemical, human GRK2, bead flow cytometry, HTS, primary screen; inhibition of aptamer binding, % at 10 µM; hit rate 0.59% among 330,000; Beta-adrenergic receptor kinase 1 (Homo sapiens), P25098; FAM-aptamer displacement from GRK2; AID 488847, 2010;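 active = inhibition of aptamer binding above 40%, roughly 3 SD of noise, on plates passing a quality check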;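 note: median bead fluorescence of bound FAM aptamer so fluorescent compounds give negative values; no value below 0 was filed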
Target sequence (P25098 whole entry, looked up): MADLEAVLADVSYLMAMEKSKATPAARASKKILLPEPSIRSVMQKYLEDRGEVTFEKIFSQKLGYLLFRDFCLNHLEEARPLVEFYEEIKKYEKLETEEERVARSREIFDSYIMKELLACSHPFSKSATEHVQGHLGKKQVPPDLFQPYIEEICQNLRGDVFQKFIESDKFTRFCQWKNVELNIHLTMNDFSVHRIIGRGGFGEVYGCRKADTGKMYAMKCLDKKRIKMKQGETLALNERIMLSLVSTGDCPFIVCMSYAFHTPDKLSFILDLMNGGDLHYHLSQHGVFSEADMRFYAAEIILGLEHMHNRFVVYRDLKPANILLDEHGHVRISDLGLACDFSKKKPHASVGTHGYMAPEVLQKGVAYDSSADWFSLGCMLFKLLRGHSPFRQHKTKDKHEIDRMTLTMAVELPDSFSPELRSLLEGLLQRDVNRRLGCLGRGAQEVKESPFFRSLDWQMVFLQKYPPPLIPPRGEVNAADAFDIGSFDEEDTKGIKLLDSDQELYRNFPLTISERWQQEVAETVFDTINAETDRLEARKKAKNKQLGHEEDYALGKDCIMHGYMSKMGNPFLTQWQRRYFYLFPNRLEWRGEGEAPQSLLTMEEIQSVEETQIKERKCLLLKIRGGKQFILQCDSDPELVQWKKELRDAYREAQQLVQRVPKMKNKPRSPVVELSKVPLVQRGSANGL
MEX-5 binding = MEX-5 zinc finger RNA-binding disruptors – biochemical, C. elegans, fluorescence polarization, MLPCN library, primary screen; Zinc finger protein mex-5 (Caenorhabditis elegans), Q9XUB2; MEX-5/FITC-TCR2 RNA binding; stronger effect = lower value; activity score (negative = inhibition of binding), % at 10 µM; hit rate 0.38% among 300,000; AID 1832, 2009;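 active = inhibition past about -25% in most replicates, and total fluorescence under double the plate's negative control median, limit read from the data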;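 note: 0% = DMSO and -100% = 5 µM competing unlabeled TCR2 RNA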
Fam108B inh = mouse Fam108B serine hydrolase inhibitors, primary screen, counter-screen for RBBP9 inhibitor project, biochemical, fluorescence polarization | recombinant Fam108B, FP-Rh probe fluorescence polarization | AID 1947, 2009 | hit rate 0.33% among 300,000 | inhibition, % at 9.51 µM;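 active = inhibition above the screen mean inhibition plus 3 SD, computed separately per campaign, cut at about 18% in these data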;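 note: inhibitors lower polarization as less probe binds the enzyme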
MCL1-BIM inh = inhibitors of MCL1 binding to BIM-BH3, primary screen, biochemical, fluorescence polarization; GST-MCL1 / FITC-Bim-BH3 fluorescence polarization; hit rate 0.68% among 320,000; inhibition, % at 10.9 µM; Induced myeloid leukemia cell differentiation protein Mcl-1 (Homo sapiens), Q07820;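 active = inhibition above the mean inhibition of all tested compounds plus 3 SD, set per campaign, cut at about 40% in these data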;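 note: 0% = DMSO wells and 100% = unlabeled Bim-BH3 peptide control; higher means more loss of mP so more displacement of Bim peptide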
BCLXL inh = inhibitors of human Bcl-xL, primary screen, biochemical, fluorescence polarization, HTS; GST-Bcl-xL / FITC-Bim BH3 peptide fluorescence polarization; inhibition, % at 10.9 µM; hit rate 0.7% among 320,000; AID 2129, 2009;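 active = inhibition above the mean of all tested compounds plus 3 SD, cutoff set per campaign, cut at about 30% in these data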;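 note: 0% = DMSO wells and 100% = unlabeled Bim-BH3 peptide competitor; inhibitors lower millipolarization by displacing the labeled peptide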
Target sequence (Q07817 whole entry, looked up): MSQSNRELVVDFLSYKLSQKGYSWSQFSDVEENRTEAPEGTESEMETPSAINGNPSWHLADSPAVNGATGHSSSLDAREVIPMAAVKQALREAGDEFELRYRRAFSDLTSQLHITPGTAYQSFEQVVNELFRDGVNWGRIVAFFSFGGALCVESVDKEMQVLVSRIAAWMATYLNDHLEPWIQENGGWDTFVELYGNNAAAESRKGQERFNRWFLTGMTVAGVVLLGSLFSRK
GLD-1 TGE inh = GLD-1/TGE RNA complex disruptors, primary screen, biochemical, fluorescence polarization | Female germline-specific tumor suppressor gld-1 (Caenorhabditis elegans), Q17339 | purified GLD-1 + fluorescein TGE RNA | inhibition, % at 5.96 µM | hit rate 0.44% among 320,000 | AID 2280, 2010;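 active = percent inhibition above a per-plate cutoff, the plate mean of test compounds plus 3 SD, cut at about 30% in these data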;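 note: 0% = DMSO wells with GLD-1 and probe and 100% = wells lacking GLD-1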
AGP1-GFP MLPCN = modulators of AGP1-GFP expression in yeast TOR pathway, primary screen, cell-based, multiplex flow cytometry, S. cerevisiae, MLPCN library. 3 h; GFP as percent of DMSO wells. GFP response vs DMSO, % at 10 µM. hit rate 0.02% among 320,000. AID 2066, 2009;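 active = GFP response relative to DMSO above a set limit, near screen average plus 3 SD, cut at about 150% in these data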;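 note: median GFP channel fluorescence of the gated AGP1 strain per well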
VLA-4 inh = inhibition in human VLA-4 binding assay, primary screen, VLA-4 allosteric modulator project, MLPCN library, flow cytometry, VLA-4 expressing cells; ligand binding flow cytometry; inhibition, % (about 7 µM as worked out from the volumes in the protocol); hit rate 0.2% among 330,000; in the data active = inhibition above about 50%
CIT2-GFP yeast = modulators of CIT2-GFP expression in yeast, primary screen, S. cerevisiae, GFP fusion, multiplex flow cytometry, MLPCN library; S. cerevisiae CIT2-GFP strain, 3 h; 100 means same as DMSO wells; hit rate 0.065% among 320,000; GFP response vs DMSO, % at 10 µM;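 active = GFP response relative to DMSO above a set limit, near the screen mean plus 3 SD, cut at about 150% in these data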;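 note: ratio of well median GFP fluorescence to mean of DMSO wells on the plate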
Active calls of the source: *; i = inactive; . = no result given. Hits appear at their usual frequency, and some 2.2% of all compounds hit somewhere here.

cpd	Compound	GRK2 inh	MEX-5 binding	Fam108B inh	MCL1-BIM inh	BCLXL inh	GLD-1 TGE inh	AGP1-GFP MLPCN	VLA-4 inh	CIT2-GFP yeast
1	CS(=O)(=O)c1nc(S(=O)(=O)c2ccc(Cl)cc2)c(N2CCC(C(N)=O)CC2)s1	0	1.0	1	-3	7	-3	91	3	98
2	Cc1nn(-c2ccc(N3CCOCC3)nn2)c(C)c1CCC(=O)NCc1ccc(F)cc1	5	-1.8	0	7	5	-1	96	14	97
3	Cc1ccc2ccccc2c1COC(=O)c1nonc1N	1	2.4	-1	0	2	7	95	-6	92
4	O=C1C(=O)N(CCN2CCOCC2)C(c2ccc(F)cc2)/C1=C(/O)c1ccc(S(=O)(=O)N2CCOCC2)cc1 (centres undefined)	0	-4.1	2	7	9	5	105	-4	107
5	COc1ccc([N+](=O)[O-])cc1NC(=O)C1CCCO1 (centres undefined)	0	-3.2	-4	1	3	0	96	3	95
6	Cc1ccc(C)c(OCCC(=O)NNC(=O)c2ccccc2)c1	0	-0.4	0	-3	1	0	102	10	92
7	C=CCNC(=S)Nc1ccc(C(N)=O)cc1	3	-1.5	5	7	4	11	103	-3	104
8	O=C(Nc1ccc(F)cc1)c1ccccc1NC(=O)C1CC=CCC1C(=O)O (centres undefined)	3	.	.	.	.	.	96	-5	99
9	Cc1cc(NC(=O)c2cccnc2)ccc1NC(=O)c1ccco1	3	1.9	-1	12	4	9	107	10	102
10	COc1cc(-c2nnc(SCc3c(F)cccc3Cl)o2)cc(OC)c1OC	1	2.3	2	1	3	4	.	9	102
11	O=C(Cn1ccc(C(F)(F)F)n1)N/N=C/c1cccs1	12	-0.6	-4	1	1	5	109	6	106
12	CC1CCCCN1S(=O)(=O)c1ccc(S(=O)(=O)N2CCN(c3ccccc3)CC2)cc1 (centres undefined)	0	0.7	2	5	7	3	98	-2	99
13	C[C@]12C(=O)N(c3ccc(Cl)cc3)C(=O)N1[C@H]1c3ccccc3OC[C@@H]1[C@H]2c1ccccc1	2	1.6	-10	12	5	-3	91	-12	104
14	C=CCNC(=O)c1c(-c2c(F)cccc2Cl)noc1C	0	-0.5	-2	7	0	-2	97	-1	92
15	CC(C)CC(=O)NC(=S)Nc1ccccc1N1CCCC1	0	-0.3	-1	13	3	0	97	1	103
16	O=C(c1cc2ccccc2o1)N1CCN(c2ncccn2)CC1	1	.	.	.	.	-1	92	4	98
17	COc1cc(C[C@@H](C)[C@@H](C)Cc2ccc(O)c(OC)c2)ccc1O	10	.	.	.	.	11	95	28	80
18	CC1N(C)c2cc(NC(=O)c3ccco3)ccc2C1(C)C (centres undefined)	1	1.7	-105	28	27	36*	90	i	83
19	COc1ccc(OCC(O)Cn2c(N)nc3c2c(=O)[nH]c(=O)n3C)cc1 (centres undefined)	0	1.4	3	2	5	0	100	5	97
20	O=C(C1CCN(c2nnc(-n3cccc3)s2)CC1)N1CCOCC1	3	-1.0	-2	11	2	6	95	-4	101

Next structures follow.
cpd	Compound	GRK2 inh	MEX-5 binding	Fam108B inh	MCL1-BIM inh	BCLXL inh	GLD-1 TGE inh	AGP1-GFP MLPCN	VLA-4 inh	CIT2-GFP yeast
21	O=C1c2ccccc2S(=O)(=O)c2cc(C(=O)N3CCN(c4ccccc4)CC3)ccc21	0	-2.7	-3	4	1	5	87	25	90
22	CCOC(=O)CN(C(=O)c1snc(C(N)=O)c1N)C(C(=O)NCCC(C)C)c1ccc(F)cc1 (centres undefined)	0	-5.3	3	-5	4	7	98	8	102
23	Cc1ccc(CC(=O)N2CCN(S(=O)(=O)c3ccccc3)CC2)cc1C	0	0.8	2	7	2	-3	98	-2	86
24	CC(C)(C)c1cc(O)c(C(C)(C)C)cc1O	0	1.0	-1	-9	-3	9	98	1	87
25	CN(C)CCn1c2c(c(SCC(=O)Nc3ccc4c(c3)OCCO4)nc1=O)CCCC2	2	-0.1	5	-1	2	-7	108	-4	103
26	CC(C)(C)NC(=O)C(=O)NNC(=O)COc1ccc(Br)cc1	2	1.2	3	3	5	-2	96	11	98
27	CC(NC(=O)c1cc2cc(Cl)ccc2oc1=N)c1ccccc1 (centres undefined)	0	-2.7	2	2	5	2	97	10	87
28	CCn1c(C)c(C)c2cc(C(=O)NCCc3ccco3)ccc21	2	3.9	-35	5	3	-5	92	-9	96
29	COc1ccc(NC(=S)c2ccc3ccccc3n2)cc1	0	-2.5	-2	4	5	-1	95	0	101
30	O=C(O)COc1ccc2c3c(c(=O)oc2c1)CCC3	3	-4.2	-4	-2	2	2	102	6	108
31	O=C(O)c1ccc2c(=O)n3c(nc2c1)/C(=C/c1ccc(C(F)(F)F)cc1)CC3	0	2.6	-4	2	-4	0	96	-8	100
32	CCCCCCC1CCC(C(=O)Nn2c(C)nc3ccccc3c2=O)CC1 (centres undefined)	2	2.6	-4	7	9	18	102	-23	99
33	CCOC(=O)N/N=C(\C)c1ccc(C)c([N+](=O)[O-])c1	2	-1.2	4	0	1	2	108	2	103
34	Cc1[nH]n(-c2ccc(Cl)c(Cl)c2)c(=O)c1CCO	0	1.3	-1	-4	2	-4	100	1	96
35	COc1ccc(CNC(=O)C(=O)NCC(c2ccco2)N2CCOCC2)cc1 (centres undefined)	0	1.5	0	5	5	2	101	13	101
36	CCc1cc(=O)oc2cc(C)cc(OCC(=O)NCc3ccncc3)c12	1	-0.6	-1	4	8	9	102	1	96
37	COc1ccc(-c2csc3ncnc(N4CCN(S(=O)(=O)c5ccc(C(C)=O)cc5)CC4)c23)cc1	1	3.2	0	0	-1	0	101	-27	104
38	CCN(CC)C(=O)COc1ccc2oc(C)c(C(=O)OC)c2c1	0	.	3	3	-1	-3	106	0	97
39	O=C(NC1CCCCCC1)c1ccc(CN2CCOCC2)cc1	2	3.2	-9	-4	8	-2	105	11	107
40	CCOc1ccccc1OCCOCCN1CCN(Cc2ccccc2)CC1	2	-2.3	2	7	6	4	100	1	105

(list continues)
cpd	Compound	GRK2 inh	MEX-5 binding	Fam108B inh	MCL1-BIM inh	BCLXL inh	GLD-1 TGE inh	AGP1-GFP MLPCN	VLA-4 inh	CIT2-GFP yeast
41	COc1ccc(Oc2nc(-c3cccnc3)nc3ccccc23)cc1	2	0.2	-5	1	4	8	95	12	77
42	Fc1ccc(Nc2ccnc(C(F)(F)F)c2)cc1	1	-2.7	1	1	6	3	112	6	107
43	COc1ccc(CC(=O)Nc2ccc(S(=O)(=O)NCC3CCCO3)cc2)cc1 (centres undefined)	0	-1.0	-1	8	4	-4	106	10	108
44	COc1cccc(SCc2noc(C(=O)NC(C)C)c2C(=O)NC(C)C)c1	1	-0.7	4	5	2	-6	102	8	97
45	O=C(COc1ncnc2cc([N+](=O)[O-])ccc12)NCCc1ccc(Cl)cc1	0	-0.1	3	-1	3	1	99	-2	94
46	Nc1ccc(C(=O)NCc2ccccc2)cc1	0	1.9	5	-10	0	-8	107	10	99
47	CC(=O)NCc1ccc(S(=O)(=O)NC(C)CCc2ccccc2)cc1 (centres undefined)	1	-0.9	0	-2	0	1	99	6	110
48	Cc1ccc(C)c(N2CCN(C(=O)c3cc4ccccc4oc3=O)CC2)c1	2	1.0	1	-3	-4	9	99	-10	114
49	O=C(Nc1ccc(S(=O)(=O)N2CCCC2)cc1)c1ccccc1	0	-0.2	1	4	6	-2	92	6	90
50	Cc1ccc2c(c1)-c1ccccc1S(=O)(=O)N2	1	-0.6	1	4	5	8	106	10	104
51	Cc1cccc(-n2nnc3c(=O)n(CC(=O)Nc4cc(C)on4)cnc32)c1	0	-1.3	-5	-4	-5	-2	104	4	98
52	O=C(CN1C(=O)COc2ccccc21)N(Cc1cccnc1)Cc1cccc(F)c1	0	0.5	3	4	5	-2	101	9	98
53	CC(=O)Nc1cc(C(=O)N2CCCC2)ccc1Sc1ccc(Cl)cc1	3	1.1	1	-2	0	4	105	1	102
54	O=C(Nc1cccnc1)C1CCN(S(=O)(=O)c2ccc(Cl)cc2)CC1	0	-1.3	-3	-3	0	3	110	4	.
55	CC1CCN(S(=O)(=O)N2CCC(C(=O)NCCC3=CCCCC3)CC2)CC1	2	1.7	-1	8	8	3	95	7	97
56	COC(=O)N(C)c1nc2ccccc2s1	3	4.6	-2	0	2	-1	97	2	99
57	O=C(Nc1ccc(-n2nncc2-c2ccco2)cc1)c1cc2ccccc2oc1=O	4	-0.7	-14	-3	4	3	105	-3	99
58	CCOC(=O)c1c(C)[nH]c(C(=O)COC(=O)CCSc2ccccc2)c1C	1	-1.5	-2	-3	0	3	90	-37	90
59	CN1CCN(C(c2ccc(C(F)(F)F)cc2)c2ccc3cccnc3c2O)CC1 (centres undefined)	1	-4.4	0	22	7	6	70	8	82
60	OC(c1ccccn1)(c1ccccn1)c1ccccn1	0	1.7	3	2	2	-3	100	22	98

Going on with the list:
cpd	Compound	GRK2 inh	MEX-5 binding	Fam108B inh	MCL1-BIM inh	BCLXL inh	GLD-1 TGE inh	AGP1-GFP MLPCN	VLA-4 inh	CIT2-GFP yeast
61	COc1ccc(OC)c(-n2c(SCC(=O)N3CCc4ccccc43)nc3c(c2=O)SCC3)c1	0	0.1	-5	4	10	2	112	-13	108
62	CN1C(=O)CSc2ccc(C(=O)O)cc21	0	0.0	-2	4	0	1	107	-29	111
63	O=C(Nc1ccc(C(=O)N2CCN(c3ccccc3)CC2)cc1)C1=CSCCO1	0	0.5	2	1	2	0	104	-96	103
64	COCC(C)NC(=O)Cn1c(SCc2ccccc2)nc2ccccc21 (centres undefined)	0	1.4	-1	-2	0	-3	102	-18	115
65	COc1ccc(/C=C/C(=O)OCC(=O)c2ccc3c(c2)NC(=O)CO3)c(OC)c1	0	-3.7	-5	0	-2	2	100	-6	103
66	COC(=O)/C=C/c1c(C)nc(NCc2ccccc2)nc1Cl	4	-2.7	4	12	10	-2	99	4	95
67	COc1ccc(C(=O)NC(=S)NC(C)C)cc1Br	0	-4.2	-2	5	5	4	90	-2	88
68	CCN1CCN(CC(=O)Nc2ccc(C)c(Br)c2)CC1	1	-2.0	-3	-2	2	1	95	10	100
69	COc1cc(C(=O)N/C(=C/c2ccc(F)cc2)C(=O)NC(C(=O)O)c2ccccc2)cc(OC)c1OC (centres undefined)	0	0.1	-11	-3	4	-9	101	6	100
70	CN(Cc1ccccc1)C(=O)COC(=O)c1ccc2c(c1)OCO2	0	1.4	2	0	4	-2	106	9	100
71	Cn1c(CC(=O)Nc2ccccc2)nnc1SCC(=O)NC1CCCC1	2	-0.2	-3	3	1	5	103	-10	99
72	O=C(CN1C(=O)c2ccccc2S1(=O)=O)Nc1ccccc1C(=O)NCc1ccco1	0	-3.1	1	3	0	16	96	6	99
73	COC(=O)c1c(NC(=O)CN2CCC3(O)CCCCC3C2c2cc(OC)ccc2OC)sc(C)c1C (centres undefined)	0	0.9	-8	-4	-8	-11	94	-6	102
74	CCn1c(=O)n(CC)c2cc(S(N)(=O)=O)c(C)cc21	0	1.1	6	8	4	0	101	19	95
75	CC(CCc1ccccc1)NC(=O)COC(=O)c1cccn1C (centres undefined)	2	.	.	-4	-3	0	101	0	101

Screens deposited in PubChem BioAssay by several laboratories.
